# CaV13 ICDI inh = Primary screen for inhibitors of IQ motif and Ca2+-dependent inactivation inhibitor domain binding in CACNA1D, Förster resonance energy transfer in living cells, …; HEK cells, CFP/YFP FRET ICDI-IQ, plate reader, 10 min; percent FRET-ratio fall versus neutral wells; inhibition, % at 12.3 µM; 340,000 tested, 0.098% active;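 active = mean replicate inhibition of at least 30% and at least 1% of replicates passing that level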;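 note: 0% = median of the neutral control wells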
# Vif inh = HIV Vif inhibition. HEK293T cells, Vif self-association by quenched fluorescence, imaging, 24 h. inhibition, % at 7.49 µM. 340,000 tested, 0.35% active; in the data active = inhibition above about 50%, passing the limit was not always enough; note: some results filed as inactive read as strong as hits
# Exocytosis inh = blocks lytic granule exocytosis | TALL-104 LAMP-1 surface exposure, flow cytometry; cells stimulated with thapsigargin and PMA | inhibition, % at 10 µM | AID 651702 | 360,000 tested, 0.66% active;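 active = inhibition above about 55%, limit read from the data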
# PDI turbidity = blocks human protein disulfide isomerase activity; P07237; PDI insulin aggregation turbidity, A650, 90 min; inhibition, % at 10 µM; 350,000 tested, 0.052% active; AID 588391;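 active = mean inhibition across replicates of 30% or more, whatever share of single replicates reach that level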;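 note: absorbance from insulin aggregation driven by PDI reduction with DTT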
# Target sequence (P07237 whole entry, looked up): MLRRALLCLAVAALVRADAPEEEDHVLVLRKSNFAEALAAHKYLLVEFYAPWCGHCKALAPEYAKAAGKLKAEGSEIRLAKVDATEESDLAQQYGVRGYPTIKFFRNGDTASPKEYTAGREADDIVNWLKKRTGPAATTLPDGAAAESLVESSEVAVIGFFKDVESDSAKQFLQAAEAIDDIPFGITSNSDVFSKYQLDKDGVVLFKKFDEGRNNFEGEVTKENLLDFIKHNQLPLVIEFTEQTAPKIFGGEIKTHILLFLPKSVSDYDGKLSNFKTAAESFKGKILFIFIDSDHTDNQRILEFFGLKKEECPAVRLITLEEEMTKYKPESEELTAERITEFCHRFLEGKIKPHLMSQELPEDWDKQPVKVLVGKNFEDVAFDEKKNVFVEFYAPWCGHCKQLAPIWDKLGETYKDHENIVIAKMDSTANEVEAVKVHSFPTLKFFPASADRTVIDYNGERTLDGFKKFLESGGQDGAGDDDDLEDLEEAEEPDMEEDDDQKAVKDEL
# iPSC survival up = hiPSC single-cell survival enhancement. ATPlite luminescence; 100% = ROCK inhibitor wells, 0% = DMSO. survival enhancement, % at 20 µM. 360,000 tested, 0.044% active; in the data active = survival enhancement above about 18%;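 note: cells exposed to compounds for 16 hours before the ATP read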
# Cardio protect = modulators protecting cardiomyocytes from myocardial damage | H9c2 cardiomyocytes, H2O2 injury protection, ATPLite, 2 h | protection from H2O2 cell death, % at 20 µM | 360,000 tested, 0.63% active | AID 588492;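 active = compounds giving at least 50% protection of heart cells from peroxide-induced death in the single-dose screen, raw or plate-pattern-corrected value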;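 note: 0% = DMSO wells with peroxide and 100% = DMSO wells without peroxide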
# ABCB6 inh MLPCN = human ABCB6 transporter inhibition; Q9NP58; fluorescence ratio to DMSO, % at 10 µM; 360,000 tested, 0.19% active; K562-ABCB6 porphyrin accumulation, flow cytometry, 1 h; hits give low values;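 active = fluorescence ratio to DMSO below 75%, the collection mean minus 3 SD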;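 note: signal is porphyrin accumulated inside mitochondria; 100% equals median channel fluorescence of DMSO control wells; lower ratio means ABCB6 inhibition with less porphyrin fluorescence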
# Glyco luc inh = blocks N-linked glycosylation in D54 reporter cells; reporter increase, % at 12.5 µM; 360,000 tested, 0.23% active; D54 ERlucT glycosylation luciferase reporter, 24 h; percent of 100 nM tunicamycin response;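 active = mean luciferase reporter signal, scaled so untreated is 0 and the glycosylation-blocking control 100, at or above a set limit in every replicate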;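 note: luciferase carries N-glycosylation sites so blocking glycosylation raises the light; 0% = median of neutral control wells and 100% = median of 100 nM tunicamycin wells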
# aDG glyco up = increases alpha dystroglycan glycosylation. activation, % at 10 µM. 360,000 tested, 0.22% active. AID 624168. Pro5-aDG cells, alpha-DG glycosylation AlphaScreen (IIH6); 0% Pro5, 100% B10-LARGE cell signal;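 active = activation of at least 8% versus controls, or a plate z-score of at least 8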;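 note: Pro5 are CHO cells carrying HIG-tagged alpha-DG that lacks glycosylation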
# m5-HT2A agonist = activates the mouse 5-HT2A serotonin receptor. P35363. CHO-K1 mHTR2A beta-arrestin complementation, luminescence; percent of 30 µM serotonin response. activation, % at 7.6 µM. 360,000 tested, 0.66% active. AID 624169;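 active = activation above a run cutoff, the mean activation of all tested compounds plus 3 SD, cut at about 14% in these data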;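 note: 0% = plate median of compound wells and 100% = 30 µM serotonin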
# Target sequence (P35363 whole entry, looked up): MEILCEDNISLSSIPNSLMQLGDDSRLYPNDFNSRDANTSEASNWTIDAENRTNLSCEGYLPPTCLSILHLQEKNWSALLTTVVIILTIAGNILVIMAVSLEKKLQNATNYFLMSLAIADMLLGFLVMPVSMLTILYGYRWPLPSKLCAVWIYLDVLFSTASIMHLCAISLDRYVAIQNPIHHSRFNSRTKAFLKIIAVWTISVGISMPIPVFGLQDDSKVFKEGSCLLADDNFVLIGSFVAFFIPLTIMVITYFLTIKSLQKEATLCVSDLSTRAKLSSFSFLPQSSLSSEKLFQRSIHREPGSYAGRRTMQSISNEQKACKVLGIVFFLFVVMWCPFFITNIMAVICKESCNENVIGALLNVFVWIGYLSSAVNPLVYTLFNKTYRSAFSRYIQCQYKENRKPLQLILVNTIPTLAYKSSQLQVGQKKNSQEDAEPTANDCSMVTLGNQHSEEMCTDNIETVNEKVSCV
# Active calls of the source: *; / = no result given; & = joins results of further samples. Hits appear at their usual frequency; any-hit rate near 3.1%.
SMILES,CaV13 ICDI inh,Vif inh,Exocytosis inh,PDI turbidity,iPSC survival up,Cardio protect,ABCB6 inh MLPCN,Glyco luc inh,aDG glyco up,m5-HT2A agonist
Cc1ccsc1/C=C1\SC(=S)N(CC2CCCO2)C1=O (configuration not stated),3,0,-1,0,1.1,-12,99,-1,0.0,4
CC1=C(C(=O)Nc2ccccc2C)C(c2ccccc2)NC(=O)N1 (configuration not stated),-9,-3,2,-2,-1.2,2,99,2,0.0,10
O=C(COC(=O)Cc1c[nH]c2ccccc12)Nc1cccc(Br)c1,-11,-12,-5,15,-3.9,-2,96,0,0.2,-4
O=C(CNC(=O)c1cccs1)NCC(=O)OCC(=O)c1ccc([N+](=O)[O-])cc1,21,-2,-6,2,0.9,-8,101,1,0.2,3
CCOc1cccc(C(=O)N(Cc2ccco2)C2CCS(=O)(=O)C2)c1 (configuration not stated),/,-3,1,-4,-0.4,5,99,1,0.0,0
CC(C)NC(=O)C1(C)CN(S(C)(=O)=O)CC(=O)N1C1CCN(Cc2ccccc2)CC1 (configuration not stated),-14,/,-1,/,/,/,/,/,0.0,27*
COc1ccccc1C(=O)NCC(=O)N1CCN(S(=O)(=O)c2ccc3c(c2)OCCO3)CC1,-4,-4,-4,0,-0.4,0,101,1,0.3,0
O=C(Nc1nc2ccccc2s1)C1CC(=O)N(c2ccc(Br)cc2)C1 (configuration not stated),/,1,-4,-2,-0.2,-12,105,3,-0.2,-4
O=C(COC(=O)COc1ccccc1[N+](=O)[O-])Nc1ccc2c(c1)OCO2,-6,-2,-5,-2,0.6,-2,100,-1,0.2,-4
CC(C)(O)[C@H](O)Cc1cc2ccc(=O)oc2cc1O[C@@H]1O[C@H](CO)[C@@H](O)[C@H](O)[C@H]1O,-11,5,0,2,0.1,0,108,-2,-0.2,-2
CC(=O)Nc1cc2c(cc1Br)OCCO2,-2,40,-3,4,0.5,-2,104,1,-0.1,-4
COc1ccc(-c2csc(NC(=O)c3cccc(N4C(=O)CCC4=O)c3)n2)cc1OC,-15,-6,10,3,-0.6,85*,97,-4,0.0,5
O=S1(=O)N=C(N2CCc3ccccc3C2)c2ccccc21,-5,0,-11,-3,-0.6,6,98,2,0.6,-4
NC1=NC(=O)/C(=C/c2cn(CCC(=O)O)nc2-c2ccc(Cl)cc2)S1,-12,6,4,-2,-0.2,-5,97,2,-0.1,1
O=C(NCC1CCCCC1)c1ccccc1[N+](=O)[O-],-5,-2,0,0,1.7,5,101,-1,0.1,2
Cc1cccc(C)c1OCc1cc(C(=O)N2CCC(c3ccccc3)CC2)no1,6,9,-26,-2,0.9,-3,98,-1,-0.3,-3
O=C(NCCCN1CCOCC1)c1cc(-c2cccc(O)c2)on1,-2,6,-16,-2,-0.2,2,92,-2,-0.1,8
CC(=O)OCc1ccc(C2=CC(=O)CC(C)(C)C2=O)cc1,-5,19,-4,-4,-0.7,5,98,1,-0.1,1
O=C(COC(=O)c1ccccc1)Nc1cccc(S(=O)(=O)N2CCCCC2)c1,-6,-4,0,7,-0.4,-20,88,3,-0.3,4
CCCCN(C(=O)COc1ccc(F)cc1)c1c(N)n(CC(C)C)c(=O)[nH]c1=O,-12,6,4,-53,0.3,1,88,-1,-0.3,5

# Reprinted from the part before: 3 entries; new compounds follow.
SMILES,CaV13 ICDI inh,Vif inh,Exocytosis inh,PDI turbidity,iPSC survival up,Cardio protect,ABCB6 inh MLPCN,Glyco luc inh,aDG glyco up,m5-HT2A agonist
CC(=O)OCc1ccc(C2=CC(=O)CC(C)(C)C2=O)cc1,-5,19,-4,-4,-0.7,5,98,1,-0.1,1
O=C(COC(=O)c1ccccc1)Nc1cccc(S(=O)(=O)N2CCCCC2)c1,-6,-4,0,7,-0.4,-20,88,3,-0.3,4
CCCCN(C(=O)COc1ccc(F)cc1)c1c(N)n(CC(C)C)c(=O)[nH]c1=O,-12,6,4,-53,0.3,1,88,-1,-0.3,5
O=C(c1ccc(F)cc1)C1CCN(Cc2ccc(F)cc2)CC1,-3,-8,-1,0,-0.5,-5,100,-4,0.1,-6
Cc1ccccc1-n1nnnc1SCC(=O)NC1CC1,-5,-3,-5,12,1.0,0,93,0,0.0,4
CCOc1ccccc1-n1nnnc1SCC(=O)OC,-4,13,-2,3,0.2,4,96,1,-0.3,0
CN(C)CCCCCN(C)Cc1cc2ccccc2o1,-4,1,7,-4,0.2,8,101,1,0.4,-4
CCOc1ccc2[nH]c(=O)c(CN(Cc3cccs3)C(CC)c3nnnn3C(C)(C)CC)cc2c1 (configuration not stated),0,-2,1,19,-2.7,67*,99,-2,0.0,0
CCOc1ccc2[nH]c(=O)c(CN(Cc3ccccc3)C(=O)N3CCCC3)cc2c1,-4,3,1,3,-5.2,25,98,4,0.1,-3
O=C(C1CCOCC1)N1CCCC(N2CCN(c3cccc(C(F)(F)F)c3)CC2)C1 (configuration not stated),-7,11,6,-9,-0.4,0,104,-8,-0.1,-8
CN(CC(=O)NCc1ccc(F)cc1)S(=O)(=O)c1ccc2c(c1)c(=O)n(C)c(=O)n2C,-16,-4,-5,28,2.4,-1,100,1,0.2,-4
Cc1ccc(C(=O)O)cc1N1CCCC1=O,-19,-4,0,-6,5.0,-7,93,2,-0.5,3
Cc1c(Cl)cccc1NC(=O)Cn1nc(C)n2cccc2c1=O,-3,-6,-9,20,0.2,4,101,0,-0.2,6
COc1ccc(CCNC(=O)C2CCC(=O)N2CCc2ccccc2)cc1OC (configuration not stated),4,-1,-2,-13,-0.1,3,96,1,0.0,-3
CC1CCN(C(=O)c2ccc(N3C(=O)c4ccccc4C3=O)cc2)CC1,-7,-1,12,-2,-0.4,8,96,0,-0.1,-5
OCCCNc1ncnc2c1ncn2[C@H]1CN(Cc2ccc(Cl)cc2)C[C@@H](CO)O1,-13,/,-4,-1,6.2,5,95,3,-0.2,6
CCCc1nc2ccccc2c(C(=O)OC2CCOC2=O)c1CC (configuration not stated),-6,-19,-4,-21,0.6,5,106,1,-0.3,6
CCN(C(=O)COc1ncnc2ccc(Br)cc12)C1CCS(=O)(=O)C1 (configuration not stated),-4,15,2,3,-1.9,-1,96,1,4.2,6
COc1ccc(-c2cc(=O)oc3c(C)c(OC(=O)c4cccs4)ccc23)cc1,-19,-16,2,-3,-0.4,40,97,-12,0.2,7
COc1cc(OC)c(OC)cc1/C=C1/Cc2ccccc2C1=O,-15,/,-4,3,-0.6,-6,102,2,0.5,-8
COc1cc(/C=C/C(=O)O)cc(S(=O)(=O)NNC(=O)c2ccc3c(c2)OCO3)c1OC,-5,0,-2,-14,0.4,3,105,2,-0.1,-2
Cc1cc(C)nc(N2CCC(C(=O)Nc3ccc4c(c3)OCO4)CC2)n1,-3,-17,-5,3,-0.7,-2,102,3,0.3,-4
OCC(O)C(O)C(O)c1cnn(-c2ccccc2)n1 (configuration not stated),-9,1,-1,2,-1.5,-1,91,0,0.0,0
CCOC(=O)C1(C)CCCCCN1C(=O)c1ccc(C(=O)OC)cc1 (configuration not stated),-11,11,2,-3,-0.6,-8,100,4,0.0,-1
O=C(O/N=C1\C(=O)N(c2ccccc2)c2ccccc21)C1CC1,-4,-6,4,0,0.1,6,98,-2,-0.4,-1
CC(C)C(O)(C#CCN1CCCCC1)c1ccccc1 (configuration not stated),-4,7,-6,0,-0.3,-6,99,1,0.3,0
Cc1cc([N+](=O)[O-])ccc1NC(=O)CCC(=O)N1CCCCCC1,-7,/,9,-8,-0.1,7,97,/,0.1,-6
Cc1cc(C)c[n+](CC(=O)c2ccc(-c3ccccc3)cc2)c1,-3,-3,-5,-4,-0.7,0,96,-1,0.1,-4
C[C@@H]1CN([C@H](C)CO)C(=O)c2cc(Br)cnc2O[C@H]1CN(C)C(=O)Cc1ccncc1,-6,0,0,-5,-1.8,1,98,2,0.2,0
O=C1CC(C(F)(F)C(F)(F)C(F)(F)C(F)(F)F)=Nc2ccccc2N1,-2,19,1,-6,1.9,-18,88,0,-0.1,-3
CC(C)(C)OC(=O)N1CCN(C(=O)c2nc[nH]c2C(=O)N2CCN(C(=O)OC(C)(C)C)CC2)CC1,-7,-3,15,4,-1.6,5,98,0,-0.1,1
N#CCCN(Cc1cccnc1)CN1C(=O)c2ccccc2C1=O,-6,2,-2,8,-1.2,8,92,-1,0.1,11
NS(=O)(=O)c1cccc(NC(=O)c2ccccc2NS(=O)(=O)c2ccc(F)cc2)c1,-5,42,-3,9,0.3,7,96,1,0.0,-2
CC(OC(=O)c1cc(=O)[nH]c2ccccc12)C(=O)NC1CCCC1 (configuration not stated),-6,16,-1,5,0.5,4,88,0,0.3,-12
Cc1nc2ccccc2n2c(O)c(CC(=O)O)cc12,-11,0,0,11,1.5,3,154,0,-0.1,2
COc1ccc(OC)c(-c2csc(NC(=O)Cc3ccc(OC)c(OC)c3)n2)c1,-3,-11,64*,2,0.8,-7,99,2,0.7,-3
COCCNC(=O)CSc1nc2cc(OC)c(OC)cc2c(=O)n1Cc1ccc(OC)cc1,-5,2,3,3,-0.9,1,90,4,-0.2,1
CCn1cc(S(=O)(=O)N2CCN(Cc3ccc(F)cc3)CC2)cn1,-4,0,5,10,-2.6,-2,97,-1,0.4,-2
O=C(CN1C(=O)NC2(CCOc3ccccc32)C1=O)NCC(F)(F)F (configuration not stated),-3,2,-2,-2,0.0,13,94,1,-0.1,-5
CCCCOC(=O)n1c(=O)oc2ccccc21,/,3,-1,13,-1.8,-8,89,-1,-0.4,0
COCCCNc1c2c(nc3ccccc13)CCC2,-5,0,0,-6,5.0,-10,94,0,0.0,-5
CCOCCCNC(=O)C1CCN(Cc2ccc(OCc3ccccc3)c(OC)c2)CC1,24,1,4,3,0.4,-5,99,-1,0.0,4
CCOc1cc(/C=N/n2cnnc2)ccc1OS(=O)(=O)c1ccccc1,-5,0,0,17,-0.6,0,100,-1,-0.3,-2
O=C1CC(N2CCN(c3ccccn3)CC2)C(=O)N1c1ccc(Cl)cc1 (configuration not stated),-7,-2,-1,-1,-0.3,-7,101,1,0.1,1
COc1cc(NC(=O)c2nccnc2N)cc(C(=O)Nc2cccc(C(F)(F)F)c2)c1,-3&-5,-14&-4,3&-6,1&0,-0.8&-1.6,0&3,95&101,-1&-3,0.3&0.4,3&-3
CCN(CC)S(=O)(=O)c1ccc(/C=C/C(=O)Nc2cccc(F)c2)cc1,-4,-6,-3,-6,-0.3,-2,101,-5,0.3,-6
Cc1ccc(CNC(=O)c2cc(-c3ccccc3)n(Cc3cc(C)no3)n2)cc1,-11,-5,-2,-4,-1.3,-4,93,-2,0.1,-2
COc1cccc(S(=O)(=O)N(C)C[C@H]2OCc3cnnn3CCCC(=O)N([C@@H](C)CO)C[C@@H]2C)c1,-2,1,-2,3,0.7,15,101,3,-0.3,4
O=c1cc(-c2ccccc2F)nc(-c2ccccc2F)o1,3,1,-1,11,0.7,11,103,2,0.1,9
CSCCC(NC(=O)COc1ccccc1)C(=O)OCC(=O)c1cc2ccccc2o1 (configuration not stated),-6,/,-4,4,0.8,4,103,/,0.2,-10
CCc1cc2cc(C)cc(C)c2nc1Cl,3,24,11,3,0.4,2,99,0,0.1,2

# Assay outcomes (PubChem BioAssay)
